Assay outcomes deposited in PubChem by Sanford-Burnham Center for Chemical Genomics.
SENP1 FRET inh = inhibitors of human SENP1 SUMO protease catalytic domain; inhibition, % at 10 µM; recombinant SENP1 catalytic domain, CyPet-SUMO1-YPet FRET cleavage; Q9P0U3; hit rate 0.21% among 360,000;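 active = inhibition at least 30% at 10 µM, raw YFP signal under a set limit, fluorescence ratio 0.5 to 1.5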;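 also: 0% = enzyme with DMSO and 100% = no enzyme wells; some results filed as inactive read as strong as hits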
Target sequence (Q9P0U3 419-644 limits assumed): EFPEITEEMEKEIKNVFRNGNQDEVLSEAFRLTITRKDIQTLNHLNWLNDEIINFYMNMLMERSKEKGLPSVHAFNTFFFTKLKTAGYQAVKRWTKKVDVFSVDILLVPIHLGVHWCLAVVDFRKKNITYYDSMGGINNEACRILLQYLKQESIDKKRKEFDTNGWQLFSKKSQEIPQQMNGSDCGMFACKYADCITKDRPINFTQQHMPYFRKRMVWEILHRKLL
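Compound: 10 µM single point, 0.5% DMSO; Test system: hSENP1 catalytic domain, recombinant; Timing: 50 min reaction at room temperature; Technique: FRET, CFP and YFP emission; Control set: no-enzyme wells low, DMSO-plus-enzyme wells high control.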
HKDC1 inh = HKDC1 (human) hexokinase inhibition; Q2TB90; recombinant HKDC1, G6PDH/diaphorase resazurin coupled fluorescence; inhibition, % at 20 µM; hit rate 0.16% among 340,000; AID 493160;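 active = inhibition above about 35% when tested at 20 µM, limit read from the data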;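 also: plate controls were DMSO wells with enzyme for no effect and DMSO wells lacking enzyme for full effect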
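Assay system – recombinant HKDC1 (HK5) hexokinase enzyme, produced in-house · Input – HKDC1 at 5 µg/mL · Reagent – glucose plus 1 mM ATP as hexokinase substrates · Timing – 90 min reaction incubation at room temperature, dark · Measured by – G6PDH/diaphorase-coupled fluorescence, 1 mM NADP, 100 µM resazurin, 525/613 nm · Benchmarks – DMSO-enzyme wells negative, buffer-substituted wells positive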
UBC13 polyUb = blocks human UBC13 polyubiquitin chain formation. P61088. TR-FRET. inhibition, % at 20 µM. hit rate 0.47% among 330,000. AID 485273; in the data active = inhibition above about 45%, passing the limit was not always enough
Target sequence (P61088 whole entry, looked up): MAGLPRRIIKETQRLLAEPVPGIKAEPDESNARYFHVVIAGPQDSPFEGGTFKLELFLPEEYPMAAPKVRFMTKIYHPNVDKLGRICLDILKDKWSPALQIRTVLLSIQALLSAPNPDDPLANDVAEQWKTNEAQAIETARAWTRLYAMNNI
SENP8 block-1 = SENP8 (human) protease inhibition | Q96LD8 | inhibition, % at 20 µM | AID 602440 | recombinant SENP8, Nedd8 substrate fluorescence | hit rate 0.64% among 360,000; in the data active = inhibition mostly above about 40%, no sharp cut-off; inactive = mostly below about 27%
Target sequence (Q96LD8 whole entry, looked up): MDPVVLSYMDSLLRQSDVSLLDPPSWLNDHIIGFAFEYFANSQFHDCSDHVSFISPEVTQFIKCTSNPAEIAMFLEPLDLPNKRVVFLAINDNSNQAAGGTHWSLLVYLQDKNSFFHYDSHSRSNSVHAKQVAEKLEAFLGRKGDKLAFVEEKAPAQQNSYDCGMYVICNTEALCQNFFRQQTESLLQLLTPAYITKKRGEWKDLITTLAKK
SENP7 inh = SENP7 protease inhibition; recombinant SENP7, Z-RLRGG-aminoluciferin luminescence, 40 min; inhibition, % at 5 µM; Q9BQF6; hit rate 1.5% among 330,000; AID 434973;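 active = inhibition above about 50% at the single test dose, limit read from the data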;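 also: plate controls were DMSO with enzyme for no effect and no enzyme buffer wells for full effect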
Target sequence (Q9BQF6 706-1050 limits assumed): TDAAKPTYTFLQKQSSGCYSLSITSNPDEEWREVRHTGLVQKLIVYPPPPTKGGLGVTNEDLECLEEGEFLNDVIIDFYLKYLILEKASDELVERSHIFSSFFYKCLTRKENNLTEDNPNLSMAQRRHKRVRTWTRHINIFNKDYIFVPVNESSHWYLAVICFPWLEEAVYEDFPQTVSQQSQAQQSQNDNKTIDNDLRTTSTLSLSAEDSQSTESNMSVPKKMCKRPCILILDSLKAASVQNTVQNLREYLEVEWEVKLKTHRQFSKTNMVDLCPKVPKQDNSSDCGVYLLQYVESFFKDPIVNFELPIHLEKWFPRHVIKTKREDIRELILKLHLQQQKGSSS
SENP8 block-2 = blocks the human protease SENP8. AID 2540. inhibition, % at 10 µM. Q96LD8. purified SENP8, Z-RLRGG-aminoluciferin cleavage, luminescence. hit rate 1.2% among 330,000; in the data active = inhibition above about 50%
SENP6 inh = SENP6 protease inhibition; AID 2599; inhibition, % at 10 µM; hit rate 1.8% among 330,000; Recombinant SENP6 catalytic domain, aminoluciferin luminescence; Q9GZR1;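 active = inhibition above about 50% at the single tested dose, limit read from the data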;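 also: plate controls were DMSO wells with enzyme for no effect and DMSO wells lacking enzyme for full effect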
MIN6 prolif = induces beta-cell replication in MIN6 cells. MIN6 cells proliferation, ATPlite luminescence, 48 h; cells starved in 0.2% serum; 100% = growth in 10% serum. proliferation, % at 10 µM. hit rate 0.29% among 330,000. AID 2380;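 active = compounds whose signal lies at least 3.5 SD above the mean of all wells on their plate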;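 also: 0% = DMSO-treated cells in low-serum medium and 100% = 10% serum control; some compounds called inactive have numbers as strong as hits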
PfGluPho inh = PfG6PD (Plasmodium falciparum) enzyme inhibition; PfGluPho enzyme, NADPH resazurin-diaphorase fluorescence; inhibition, % at 20 µM; hit rate 0.78% among 350,000;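 active = inhibition reaching at least a set limit at 20 µM in the primary screen, cut at about 59% in these data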;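 also: 0% = DMSO wells with substrate and 100% = DMSO wells lacking glucose-6-phosphate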
The depositor's hits bear a star; . = not tested or not shown.

# | SMILES | SENP1 FRET inh | HKDC1 inh | UBC13 polyUb | SENP8 block-1 | SENP7 inh | SENP8 block-2 | SENP6 inh | MIN6 prolif | PfGluPho inh
1 | CC(=O)C1=C(C)NC(=O)NC1c1ccccc1OCC(=O)NCCc1ccccc1 (stereo not drawn) | -1.0 | -6.2 | 9.1 | -2.1 | -3.4 | 1.5 | 1.1 | -0.1 | -2.7
2 | CCCCC1N2CC3([N+](=O)[O-])CN1CC([N+](=O)[O-])(C2)C3(C)C (stereo not drawn) | 1.4 | -8.1 | 3.0 | 32.4 | -0.5 | 2.0 | 16.1 | 1.9 | -1.8
3 | CCN1C[C@@H]2[C@@H]3C(=O)N(Cc4ccccc4)C(=O)[C@@H]3[C@](Cc3ccccc3)(C(=O)OC)N2C1=NC | 0.7 | -7.3 | . | 8.9 | 14.3 | . | . | . | 0.7
4 | CCC(C)N(C(=O)COC(=O)CSc1ccc([N+](=O)[O-])cc1)C1CCS(=O)(=O)C1 (stereo not drawn) | 3.9 | 5.6 | -3.2 | 7.6 | 0.3 | 2.0 | 7.7 | -6.6 | -25.9
5 | COC(=O)c1cc(C(=O)OCC(=O)NCc2ccc3c(c2)OCO3)cc([N+](=O)[O-])c1 | 1.3 | 2.0 | 5.9 | 4.0 | -2.5 | 2.5 | -7.0 | 0.0 | -2.3
6 | CCN(CC)S(=O)(=O)c1cccc(C(=O)Nc2cccc(C)c2)c1 | 1.1 | -1.6 | -4.7 | 9.6 | 24.9 | 2.2 | 27.7 | -0.9 | -2.4
7 | CSCC[C@H](NC(=O)OC(C)(C)C)c1nnc(SCc2cccc(F)c2)o1 | 1.3 | -2.0 | -1.8 | 16.9 | 11.9 | -7.0 | -13.9 | 2.3 | 10.4
8 | CC1CCN(c2ccc([N+](=O)[O-])cn2)CC1 | 0.3 | -10.7 | -11.8 | 5.0 | -6.7 | -11.0 | -27.6 | 0.0 | -7.2
9 | Cn1c(SCC(=O)Nc2cc(Cl)cc(Cl)c2)nnc1-c1ccc2nonc2c1 | 2.5 | 3.4 | 19.1 | -171.2 | -1.0 | 13.0 | 11.2 | -3.4 | -7.7
10 | Cc1ccc(NC(=O)C2CCCC2)cc1Cl | 0.8 | 0.2 | 0.6 | 18.0 | -2.6 | -5.7 | -15.6 | -2.6 | 42.1
11 | Cc1ccc(C(=O)N2CCN(c3ccc([N+](=O)[O-])c(N4CCOCC4)c3)CC2)cc1 | 1.4 | -14.3 | -23.6 | 24.0 | -3.7 | -15.7 | -21.8 | -3.2 | 10.2
12 | S=c1[nH]nc(-c2cccs2)n1C1CCCCC1 | 1.0 | 5.4 | -1.9 | -101.0 | -5.6 | -6.7 | 1.9 | -2.5 | 48.3
13 | CN1CCc2c1nc1ccccc1c2NC(=O)CN1CCCC1 | -10.6 | -6.8 | -5.9 | -300.9 | -4.8 | -14.7 | -7.4 | -2.3 | -5.0
14 | COc1ccc2nc(NCCO)[nH]c2c1 | 2.3 | -2.6 | 1.4 | 15.7 | -1.4 | -1.1 | -17.0 | -2.5 | 5.1
15 | CN(CCC1CCOCC1)C(=O)CC1C(=O)NCCN1Cc1ccccc1F (stereo not drawn) | -41.2 | -5.1 | 4.8 | -177.8 | -3.5 | -1.3 | -5.1 | 1.9 | 8.2

Entries of single compounds as entered above. Order of screens: SENP1 FRET inh, HKDC1 inh, UBC13 polyUb, SENP8 block-1, SENP7 inh, SENP8 block-2, SENP6 inh, MIN6 prolif, PfGluPho inh
CN(CCC1CCOCC1)C(=O)CC1C(=O)NCCN1Cc1ccccc1F (stereo not drawn) is entered as -41.2, -5.1, 4.8, -177.8, -3.5, -1.3, -5.1, 1.9, 8.2
CSCC[C@H](NC(=O)OC(C)(C)C)c1nnc(SCc2cccc(F)c2)o1 is entered as 1.3, -2.0, -1.8, 16.9, 11.9, -7.0, -13.9, 2.3, 10.4

Other records:
# | SMILES | SENP1 FRET inh | HKDC1 inh | UBC13 polyUb | SENP8 block-1 | SENP7 inh | SENP8 block-2 | SENP6 inh | MIN6 prolif | PfGluPho inh
16 | CCOC(=O)c1ccccc1NC(=O)COC(=O)C1CCN(S(=O)(=O)c2ccccc2C(=O)OC)CC1 | 1.9 | -4.7 | -3.7 | 1.6 | 0.6 | 5.4 | 7.0 | 0.1 | 3.9
17 | O=C(Cn1c2c(c(-c3ccccc3Cl)cc1=O)CCC2)NCCCN1CCOCC1 | -0.6 | -4.4 | 0.3 | -365.3 | 14.5 | -5.2 | -1.7 | 2.2 | 10.3
18 | O=C(Cn1c(-c2ccccc2Cl)nc2ccccc21)Nc1cccc(Cl)c1 | -0.5 | -13.6 | 1.3 | 9.7 | -4.2 | -6.7 | 2.6 | 0.0 | 0.0
19 | CCOc1ccc(NC(=O)CCCn2nc(C)c3c(C)n(-c4ccccc4)nc3c2=O)cc1 | 0.1 | -0.6 | 1.1 | 16.6 | 3.3 | 0.6 | -2.3 | 0.9 | 4.7
20 | O=C(Nc1ccccc1-c1nnn(CC(=O)N2CCCc3ccccc32)n1)c1ccco1 | -1.5 | -5.0 | 1.8 | 7.3 | -0.1 | 4.3 | -6.9 | -3.5 | 6.6
21 | CC(C)(C)c1ccc(C(=O)Nc2ccc3c(c2)C(=O)NC3=O)cc1 | 1.4 | 0.7 | -20.4 | -368.8 | 7.0 | -6.5 | 3.2 | -4.9 | -0.5
22 | CCOC(=O)N1CCN(C(=O)COc2ccc3ccccc3c2Br)CC1 | 0.1 | 0.1 | -16.6 | 7.9 | -2.5 | 2.9 | -7.2 | 3.7 | 2.2
23 | Cc1ccc2nc3n(c(=O)c2c1)-c1cc(Cl)ccc1C(=O)NC3Cc1ccc(O)cc1 (stereo not drawn) | . | . | 1.9 | . | 7.1 | -3.2 | -10.9 | -2.7 | .
24 | O=C(Cc1sc(-c2ccccc2)nc1-c1ccccc1)Nc1ccc(Cl)cc1 | 6.8 | -7.4 | -14.4 | 17.1 | -5.1 | -9.0 | -18.5 | -4.4 | -6.5
25 | Cc1ccc(NC(=O)c2ccc(OC(F)(F)F)cc2)cc1S(=O)(=O)N(C)C | 1.1 | -1.8 | -1.7 | 4.3 | 0.5 | -0.4 | -5.1 | -5.6 | 30.4
26 | Cc1ccccc1NC(=S)NCc1ccc2c(c1)cc(C)n2C | -3.5 | -4.1 | 8.3 | 3.4 | 6.1 | 7.0 | -10.0 | -7.2 | 5.2
27 | Cc1ccn(S(=O)(=O)c2ccc(C(C)(C)C)cc2)n1 | 2.2 | -6.0 | 2.5 | 17.4 | 6.2 | 0.7 | -13.9 | -1.5 | 2.4
28 | COc1ccc(Cl)cc1NC(=O)CSc1nnc(-c2ccncc2)n1CC1CCCO1 (stereo not drawn) | 2.8 | -6.3 | 9.9 | 17.5 | 2.9 | -0.7 | -10.2 | -1.1 | 3.7
29 | COC(=O)[C@H]1C[C@@H](c2ccccc2)[C@H](C)C1(C)C | -4.3 | -2.2 | 0.5 | -1.7 | -9.6 | -4.5 | -6.6 | 7.6 | 3.7
30 | COc1ccccc1/C=C1/SC(=S)N(C(C)C(=O)NC2C=CS(=O)(=O)C2)C1=O (stereo not drawn) | -9.7 | 5.2 | -22.4 | 20.1 | 4.6 | 4.3 | 23.0 | -3.6 | -20.1

Part of the list above, with each value named.
25: Cc1ccc(NC(=O)c2ccc(OC(F)(F)F)cc2)cc1S(=O)(=O)N(C)C
  SENP1 FRET inh = 1.1; HKDC1 inh = -1.8; UBC13 polyUb = -1.7; SENP8 block-1 = 4.3; SENP7 inh = 0.5; SENP8 block-2 = -0.4; SENP6 inh = -5.1; MIN6 prolif = -5.6; PfGluPho inh = 30.4
16: CCOC(=O)c1ccccc1NC(=O)COC(=O)C1CCN(S(=O)(=O)c2ccccc2C(=O)OC)CC1
  SENP1 FRET inh = 1.9; HKDC1 inh = -4.7; UBC13 polyUb = -3.7; SENP8 block-1 = 1.6; SENP7 inh = 0.6; SENP8 block-2 = 5.4; SENP6 inh = 7.0; MIN6 prolif = 0.1; PfGluPho inh = 3.9

(list continues)
# | SMILES | SENP1 FRET inh | HKDC1 inh | UBC13 polyUb | SENP8 block-1 | SENP7 inh | SENP8 block-2 | SENP6 inh | MIN6 prolif | PfGluPho inh
31 | COc1ccc(-n2c(SCC(=O)Nc3cccc(S(N)(=O)=O)c3)nc3ccccc3c2=O)cc1OC | 1.7 | 5.7 | -3.5 | -0.1 | 4.4 | 2.2 | -6.2 | -4.5 | 3.5
32 | Cc1ccc(S(=O)(=O)NC(N)=NCCc2ccc(Cl)cc2)cc1 | 0.3 | -5.2 | 2.9 | 17.3 | -1.6 | -8.5 | -6.8 | 0.0 | 12.4
33 | Cc1ccc(C(=O)N2NC(c3ccccc3F)C3C(=O)N(c4cccc(C)c4)C(=O)C32)cc1 (stereo not drawn) | 1.3 | -2.8 | -5.1 | 6.0 | -15.6 | -9.5 | -28.7 | -2.8 | -25.2
34 | CCCCn1c(N)c(N(CCC(C)C)C(=O)C2CSC3(C)CCC(=O)N23)c(=O)[nH]c1=O (stereo not drawn) | -4.1 | -2.0 | -2.5 | 0.7 | 13.1 | -3.2 | -16.3 | -3.7 | -20.3
35 | COc1ccc(-c2cc(N3C(=O)Nc4ccccc4N3O)n[nH]2)c(OC)c1 | -2.6 | -1.7 | -3.3 | 9.4 | 3.9 | -1.6 | -7.9 | -3.0 | -5.4
36 | CCc1ccc(S(=O)(=O)N/N=C(/C)c2ccncc2)cc1 | 0.7 | -3.8 | -10.8 | 0.8 | -1.6 | -0.2 | 0.2 | -1.7 | 4.8
37 | Cc1[nH]n(-c2ccccc2)c(=O)c1N=Nc1c(Cl)cccc1Cl | 1.0 | -3.2 | -26.0 | 16.1 | 11.0 | -8.2 | -13.5 | -1.4 | -3.5
38 | O=c1c2ccc(Cl)cc2nc2n1CC/C2=C\c1cccc(O)c1 | -1.3 | 1.1 | 0.9 | -282.8 | -11.1 | 5.8 | -6.5 | -0.3 | 2.7
39 | COc1ccc(S(=O)(=O)N2CCC3(CC2)OCCN3S(=O)(=O)c2ccccc2)cc1OC | 0.2 | 2.6 | -3.4 | 8.0 | 9.2 | 1.2 | -0.7 | 2.4 | -6.3
40 | CC(C)CNC(=O)C(=O)NCC(c1ccc2c(c1)OCO2)N1CCOCC1 (stereo not drawn) | 1.3 | -2.6 | -0.1 | 1.0 | 12.9 | 9.9 | 13.4 | -0.3 | -8.5
41 | COc1ccc(Cl)cc1C(=O)OCC(=O)c1ccc[nH]1 | -0.8 | 0.4 | -3.6 | 0.6 | 4.9 | -4.6 | -3.2 | -5.1 | 6.8
42 | CCC(=O)Nc1ccc(Cl)c(NC(=S)NC(=O)c2ccco2)c1 | 1.1 | -10.6 | -27.2 | 1.2 | -2.8 | -10.0 | -3.5 | 2.3 | 0.6
43 | COCCn1nnnc1C(c1cc2c(C)cc(C)cc2[nH]c1=O)N1CCCCCC1 (stereo not drawn) | -9.8 | 4.5 | -11.5 | -47.8 | 0.3 | 3.0 | 0.6 | -1.8 | 30.1
44 | Cc1ccc(NS(=O)(=O)c2cccc(C(=O)O)c2)cc1S(=O)(=O)N1CCCCC1 | 1.9 | 3.0 | 6.3 | 4.7 | 3.0 | 6.6 | -6.0 | 0.0 | -38.6
45 | Cc1cccc(NC(=S)NC(=O)c2ccc(Br)o2)c1 | -0.8 | 1.2 | 1.2 | -2.6 | -3.3 | -8.5 | -2.5 | -4.7 | 0.7
46 | O=C(NC12CC3CC(CC(C3)C1)C2)c1cncc(O)c1 | 2.4 | -12.1 | 2.3 | -24.2 | 1.2 | 7.0 | 13.5 | -2.6 | -3.5
